MsrA act: activators of bovine methionine sulfoxide reductase A; activation, % at 10.6 µM; purified bovine MsrA, absorbance read-out; AID 602163; 360,000 tested, 0.3% active; in the data active means activation above about 7.5%;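 further: 0% = vehicle and 100% = reference activator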
SUMO1-SIM PPI: modulators of human SUMO1-mediated protein-protein interactions. P63165. SUMO1 binding to a labelled peptide, TR-FRET, 1 h. inhibition, % at 20 µM. 360,000 tested, 0.33% active. AID 602429; in the data active means inhibition above about 37%
Target sequence (P63165 whole entry, looked up): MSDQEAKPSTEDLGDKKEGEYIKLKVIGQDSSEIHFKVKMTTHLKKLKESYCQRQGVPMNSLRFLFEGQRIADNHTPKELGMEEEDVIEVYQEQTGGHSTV
E coli Lon inh: inhibitors of E. coli Lon protease; purified E. coli Lon protease, fluorescence polarization; inhibition, % at 7.94 µM; 360,000 tested, 0.42% active; in the data active means inhibition above about 13%, passing the limit was not always enough;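 further: 0% = enzyme with probe and DMSO and 100% = no enzyme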
Target sequence (P0A9M0 whole entry, looked up): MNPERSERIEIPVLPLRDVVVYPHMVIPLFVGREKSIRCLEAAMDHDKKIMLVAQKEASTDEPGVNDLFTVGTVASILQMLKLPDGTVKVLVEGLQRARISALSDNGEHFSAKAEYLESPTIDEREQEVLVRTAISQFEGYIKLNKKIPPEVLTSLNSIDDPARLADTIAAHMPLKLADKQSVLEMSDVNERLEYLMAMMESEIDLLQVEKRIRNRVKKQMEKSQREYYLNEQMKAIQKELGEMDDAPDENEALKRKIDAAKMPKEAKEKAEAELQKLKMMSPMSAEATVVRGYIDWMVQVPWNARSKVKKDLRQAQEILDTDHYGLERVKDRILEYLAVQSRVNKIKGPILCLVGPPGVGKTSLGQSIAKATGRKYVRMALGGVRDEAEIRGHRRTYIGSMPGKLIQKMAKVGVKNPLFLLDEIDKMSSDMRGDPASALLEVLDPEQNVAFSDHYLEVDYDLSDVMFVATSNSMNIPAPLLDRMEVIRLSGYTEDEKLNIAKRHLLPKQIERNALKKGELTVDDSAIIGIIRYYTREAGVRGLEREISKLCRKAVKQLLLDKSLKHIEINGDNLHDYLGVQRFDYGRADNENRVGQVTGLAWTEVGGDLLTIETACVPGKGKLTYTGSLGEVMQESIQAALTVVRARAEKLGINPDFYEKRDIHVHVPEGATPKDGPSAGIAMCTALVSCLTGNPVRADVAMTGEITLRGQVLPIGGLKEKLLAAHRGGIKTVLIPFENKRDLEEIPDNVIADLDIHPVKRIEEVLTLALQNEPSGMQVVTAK
MsrA inhibitor: inhibits bovine methionine sulfoxide reductase A; purified bovine MsrA, absorbance read-out; inhibition, % at 15.5 µM; 360,000 tested, 0.75% active; AID 651718; in the data active means inhibition above about 4.5%;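 further: 0% = vehicle wells with enzyme and 100% = reference inhibitor wells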
STEP inh: STEP (human) phosphatase inhibition | recombinant STEP, OMFP fluorogenic substrate, fluorescence | inhibition, % at 20 µM | 360,000 tested, 0.25% active;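 active means inhibition at 20 µM, scaled per plate between control wells, above about 37%, limit read from the data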;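 further: 0% = DMSO with enzyme and substrate and 100% = substrate only without enzyme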
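Also added – OMFP at 25 µM · Test system – STEP tyrosine phosphatase · Technique – FITC-channel fluorescence of OMFP product · Schedule – 20 min at room temperature, dark · Evaluation – control-normalized % inhibition with plate pattern correction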
DNMT1 inh: inhibitors of human DNMT1; P26358; DNMT1 molecular beacon, Hinp1I cleavage, fluorescence; inhibition (reported as % activation of signal), % at 10 µM; 360,000 tested, 0.83% active; in the data active means inhibition above about 50%
CendR NRP1 mod: NRP-1/CendR interaction modulation. 360,000 tested, 0.85% active. FAM-RPARPAR peptide binding to NRP-1, fluorescence polarization. inhibition, % at 25 µM;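 active means inhibition or corrected inhibition above about 18%, plus a signal ratio from 0.5 to 1.5, limit read from the data, passing the limit was not always enough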; further: strong numbers were not always called active
LMPTP inh: LMPTP (human) inhibition; P24666; recombinant LMPTP-A, OMFP fluorogenic substrate, fluorescence intensity; inhibition, % at 20 µM; 360,000 tested, 0.22% active;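 active means compounds that cut the enzyme signal by at least half of the control window in the single-dose screen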;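 further: plate controls were DMSO wells with enzyme plus substrate for no effect and substrate without enzyme for full effect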
Target sequence (P24666 whole entry, looked up): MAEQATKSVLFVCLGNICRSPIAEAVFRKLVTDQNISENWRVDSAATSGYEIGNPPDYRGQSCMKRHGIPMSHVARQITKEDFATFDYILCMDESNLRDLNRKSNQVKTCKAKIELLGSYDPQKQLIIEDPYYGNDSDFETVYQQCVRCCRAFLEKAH
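Assay system: LMPTP-A phosphatase enzyme | Input: 0.625 nM enzyme | Also added: Fluorogenic phosphatase substrate OMFP at 400 µM final | Compound dosing: One test concentration per compound, 20 µM, with 3% DMSO overall | Schedule: 50 min enzyme reaction at room temperature, protected from light | Signal: Fluorescence intensity | Benchmarks: no-enzyme and uninhibited controls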
TbMetRS inhib: Trypanosoma brucei MetRS inhibition | purified T. brucei MetRS, ATP depletion, Kinase-Glo luminescence | inhibition, % at 11.9 µM | 360,000 tested, 0.4% active;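 active means inhibition above a per-plate cutoff of the control wells' mean inhibition plus 3 SD, cut at about 5.5% in these data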;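 further: 0% = DMSO wells median and 100% = median of wells with control inhibitor compound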
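technique = Kinase-Glo luminescence, ATP depletion format | system = purified MetRS (methionyl-tRNA synthetase) enzyme from Trypanosoma brucei | timing = 15 min preincubation, 2 h reaction, all 25 °C | evaluation = percent inhibition versus plate control medians | dosing = single dose, 11.9 µM final nominal, 0.9% final DMSO | also added = substrates ATP, L-methionine and bulk Escherichia coli tRNA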
Scp-1 inhibitor: Scp-1 (human) phosphatase inhibition | Q9GZU7 | Recombinant Scp1, phosphopeptide, malachite green phosphate absorbance | inhibition, % at 20 µM | 340,000 tested, 0.88% active;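 active means inhibition above about 50% at 20 µM, limit read from the data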;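 further: plate controls were DMSO wells with enzyme for no effect and wells lacking enzyme for full effect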
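System: truncated SCP-1 phosphatase (76-261aa); medium: Tris acetate buffer pH 5.5 with MgCl2 and Tween-20; incubation: 45 min room-temperature reaction, 5 min colour, 30 min stabiliser; compound: single 20 µM dose, 1% DMSO; reagent: Phosphorylated 17-residue peptide substrate; read-out: % inhibition at 20 µM; technique: colorimetric free-phosphate detection, absorbance 630 nm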
* = called active by the depositor; nt = no result given.

cpd	Structure	MsrA act	SUMO1-SIM PPI	E coli Lon inh	MsrA inhibitor	STEP inh	DNMT1 inh	CendR NRP1 mod	LMPTP inh	TbMetRS inhib	Scp-1 inhibitor
1	CC1CCN(C(=O)CSc2nnc(Cc3cccn3C)n2CCc2ccccc2)CC1	-4	5	-11	0.0	-1	-3	-11	-0.3	-0.3	4
2	COc1cc(SC)ccc1C(=O)Nc1ccc2c(c1)CCN2S(C)(=O)=O	0	2	4	1.9	-1	0	0	0.3	0.6	-3
3	C/C(=N\NC(=O)c1nnn(-c2nonc2N)c1CN1CCC(C)CC1)c1cccc(Br)c1	1	-4	3	0.4	0	2	-2	-0.9	0.1	-2
4	CCOC(=O)c1c(C)[nH]c(C)c1C(=O)COC(=O)c1sccc1C	-3	1	10	1.2	-2	0	9	0.8	-0.4	-13
5	COc1ccc(C(=O)N2CCN(C3CCCCC3)CC2)cc1OC	-3	1	1	0.2	0	-1	-2	-2.5	-1.0	-5
6	CC1CCCCC1NC(=O)C1CCC(CNS(=O)(=O)c2ccc3c(c2)C(C)(C)C(=O)N3C)CC1 (centres undefined)	-2	0	-7	2.5	0	-1	2	-1.7	0.1	nt
7	N#CC1=C(N)Oc2cc(N)ccc2C1c1ccc(F)cc1F (centres undefined)	-4	-14	-38	1.0	-18	-7	44	1.1	-0.6	-10
8	CCc1nnc(NC(=O)CCC(=O)N2CCN(Cc3ccc(F)cc3)CC2)s1	-3	4	0	-0.8	2	3	10	-1.8	-0.8	-3
9	O=C(Cc1c[nH]c2ccccc12)Nc1nccs1	4	2	-3	-1.1	10	-2	-4	-0.5	0.1	-2
10	O=C(NC1CCCCC1)C(c1cccs1)N(CC1CCCO1)C(=O)c1csnn1 (centres undefined)	-3	-3	6	0.0	7	0	3	-0.8	-0.6	-6
11	Cc1cccc2cc(C#N)c(NCCCNS(=O)(=O)c3ccc(Cl)cc3)nc12	-4	-5	7	-0.3	-1	-6	-12	4.2	-0.3	-2
12	COc1ccc2nc(C)[nH]c(=O)c2c1	2	-2	-3	0.3	-2	0	12	-1.0	0.4	-15
13	CC12CCC(CC1=O)C2(C)C (centres undefined)	0	0	-6	0.3	0	-4	12	-0.5	0.7	-7
14	COc1cc(CC(=O)OCC(=O)NCc2ccc(C)cc2)cc(OC)c1OC	-1	2	4	-0.7	0	0	1	-0.3	-0.2	2
15	CCNC(=S)N1CCC(C(O)(c2ccccc2)c2ccccc2)CC1	-1	0	5	1.8	4	2	11	-1.4	0.2	1
16	O=C(CC[C@H]1O[C@@H](n2ccc(=O)[nH]c2=O)[C@H](O)[C@@H]1O)N[C@H](Cc1ccccc1)C(=O)NCC1CCCCC1	0	0	-4	-0.8	-1	3	-2	-0.4	0.1	nt
17	O=C(O)c1cccc(-n2c(/C=C/c3cccc([N+](=O)[O-])c3)nc3ccccc3c2=O)c1	-9	-16	-7	-0.1	0	0	-3	1.7	-0.9	3
18	Cc1nc(SCC(=O)NCC2CCCO2)c2c3c(sc2n1)CCCC3 (centres undefined)	1	1	-3	3.1	-2	2	30*	-1.9	0.7	-3
19	COc1ccc(NC(=O)COC(=O)C2CC(=O)N(c3ccc(C)cc3)C2)cc1 (centres undefined)	0	-1	2	-0.3	4	2	0	-0.4	-0.4	-6
20	Cc1cccc(NC(=O)/C(=C/c2cccc([N+](=O)[O-])c2)NC(=O)c2cccs2)c1	-5	-1	5	2.6	3	31	-5	-0.3	0.2	3
21	CCc1ccc(CNC(=O)CC2C(=O)NCCN2Cc2ccccc2F)nc1 (centres undefined)	-2	2	3	-0.6	0	-4	-15	-1.2	0.0	-10
22	COc1ccc(OC)c(NC(=O)CNC(=O)Cn2ccc3ccccc3c2=O)c1	-1	2	2	0.8	-1	-1	6	-0.3	0.0	-13
23	COc1cc(CNC(=O)Nc2nc(C(N)c3ccccc3)cs2)cc(OC)c1OC (centres undefined)	0	0	-10	0.4	0	-2	-2	-0.9	-0.2	nt
24	c1ccc2c(c1)NC(c1ccncc1)n1c-2nc2ccccc21 (centres undefined)	-10	-1	-4	0.2	-10	5	1	2.0	-1.2	-6
25	O=C1c2ccccc2[C@@H]2Cc3csc[n+]3[C@H]12	0	6	-8	-0.3	nt	nt	-5	-0.3	-0.1	nt
26	Cc1ccc(-n2nc3c(c2NC(=O)c2cccs2)CS(=O)(=O)C3)cc1C	2	-3	4	1.2	2	-1	-13	-1.0	-0.3	-1
27	CCN1CCN(c2cc(C)c3cc(NC(=S)N(CC)CC)ccc3n2)CC1	-5	-19	6	1.4	2	-1	-3	5.1	0.1	-6
28	COc1ccc(NC(=O)CN(C)C(=O)CCCSc2nc3ccccc3[nH]2)cc1	0	3	0	-0.1	1	3	-11	0.0	0.9	-8
29	CC(Sc1nnc(-c2ccccc2F)n1C)C(=O)NC1CCCCC1 (centres undefined)	-8	-2	-4	0.1	0	4	-2	-1.2	-0.5	3
30	CSc1ccc(CN2CCC(C)(Oc3cccc(F)c3)C2)cc1 (centres undefined)	2	0	6	0.8	1	5	1	-1.6	-0.2	nt
31	OC[C@H]1O[C@@H](c2nc(-c3ccccc3Br)no2)[C@H](O)[C@@H]1O	-6	3	2	1.1	-2	4	-8	1.5	0.0	nt
32	CCc1nc(NC(=O)NS(=O)(=O)c2ccccc2C(=O)OC)nc(OC)n1	-6	10	2	0.9	-2	0	-10	-2.3	-0.6	-5
33	CC(=O)c1cc2c(cc1NC(=O)CCn1cccc1)OCO2	0	-5	-12	3.2	-1	-1	-4	1.1	-0.1	-3
34	CCOC(=O)[C@]12CCCC=C1N(Cc1cccc3ccccc13)C(=O)[C@H](CC(=O)N1CCOCC1)C2	-7	5	-2	0.2	nt	nt	1	-0.1	-1.2	nt
35	COc1ccc2[nH]c(C(=O)NCc3ccc4c(c3)OCO4)cc2c1	-1	0	0	1.3	0	-8	-7	1.6	-0.4	-7
36	C=CCOC(=O)c1ccc(-n2cncn2)nc1	-12	2	-2	-0.2	-2	-3	-12	-0.3	-0.2	-3
37	COc1ccccc1OCC(=O)Nc1ccc(S(=O)(=O)Nc2nc(C)cc(C)n2)cc1	-1	4	-8	-0.3	-1	6	1	0.0	0.3	-3
38	CCCCC[C@H](C)N1C[C@@H](COCc2ccccc2)Oc2cc(N3CC[C@@H](N(C)C)C3)ccc2S1(=O)=O	1	-61	2	-2.6	nt	nt	-3	-0.5	-0.2	nt
39	COc1ccccc1N(C)S(=O)(=O)c1ccc(Cl)c(C(=O)N2CCC2)c1	1	5	-19	0.4	-1	2	0	-0.1	-0.3	-2
40	COc1ncnc2c1ncn2CCCNCc1ccc(C)o1	-2	2	6	-1.9	-1	-1	-2	-1.5	-0.8	nt

Part of the list above, reformatted.
Order of values: MsrA act	SUMO1-SIM PPI	E coli Lon inh	MsrA inhibitor	STEP inh	DNMT1 inh	CendR NRP1 mod	LMPTP inh	TbMetRS inhib	Scp-1 inhibitor
35	COc1ccc2[nH]c(C(=O)NCc3ccc4c(c3)OCO4)cc2c1
→ -1	0	0	1.3	0	-8	-7	1.6	-0.4	-7
36	C=CCOC(=O)c1ccc(-n2cncn2)nc1
→ -12	2	-2	-0.2	-2	-3	-12	-0.3	-0.2	-3
37	COc1ccccc1OCC(=O)Nc1ccc(S(=O)(=O)Nc2nc(C)cc(C)n2)cc1
→ -1	4	-8	-0.3	-1	6	1	0.0	0.3	-3
38	CCCCC[C@H](C)N1C[C@@H](COCc2ccccc2)Oc2cc(N3CC[C@@H](N(C)C)C3)ccc2S1(=O)=O
→ 1	-61	2	-2.6	nt	nt	-3	-0.5	-0.2	nt

Next part
cpd	Structure	MsrA act	SUMO1-SIM PPI	E coli Lon inh	MsrA inhibitor	STEP inh	DNMT1 inh	CendR NRP1 mod	LMPTP inh	TbMetRS inhib	Scp-1 inhibitor
41	CCCS(=O)(=O)N1CCN(C(=O)c2ccccc2F)CC1	0	-3	0	-0.8	3	0	1	-1.9	-0.3	-5
42	C[C@@H]1CN([C@H](C)CO)C(=O)c2cc(NC(=O)Nc3ccc(C(F)(F)F)cc3)ccc2O[C@H]1CN(C)S(=O)(=O)c1cccs1	-8	10	-2	-0.8	2	-35	-4	1.8	0.0	-4
43	O=C(C1COc2ccccc2O1)N1CCN(c2nc3ccc([N+](=O)[O-])cc3s2)CC1 (centres undefined)	-5	-10	-15	-1.0	1	-3	7	-0.1	-0.4	-4
44	COc1ccc(Cl)cc1NC(=O)CCS(=O)(=O)c1ccc(Br)cc1	-1	71*	-9	0.1	40	94*	1	8.5	-0.2	94*
45	CC1(C)CN(c2ccc(F)cc2)C1=O	-1	-4	-5	-1.0	0	-1	-10	-0.8	0.1	4
46	O=C(O)/C(=C\c1ccco1)NC(=O)c1ccc(Br)o1	-4	1	-1	0.7	5	26	-8	-1.0	1.1	34
47	Fc1ccc(N2CCN(C3CCC(c4ccccc4)CC3)CC2)cc1 (centres undefined)	-2	0	-3	0.4	0	5	1	-2.0	0.5	-6
48	COc1ccc(NS(=O)(=O)c2ccc3oc4ccccc4c3c2)cn1	-12	0	-2	1.2	0	3	-2	1.0	-1.6	4
49	O=C(Nc1nnc(C2CC2)s1)c1cc(-c2ccccc2)nn1-c1ccccc1	-6	3	-9	1.0	5	-5	-4	2.3	-0.9	-1
50	COc1ccc(-n2cnnc2SCC(=O)N(C)c2ccccc2)cc1	-3	0	3	0.0	-2	1	2	-0.1	-0.2	-5
51	CN(C)C(=O)c1ccc(-c2cc3onc(-c4ccccc4)c3c(=O)n2C)cc1	0	0	0	0.4	3	-3	15	0.1	-0.3	-2
52	CC(Sc1nnc(C2CC2)n1C)C(=O)Nc1ccc(N2CCOCC2)cc1 (centres undefined)	-5	2	9	-0.5	-1	0	12	-0.8	-0.6	-3
53	COc1cccc(CNC(=O)c2ccc(F)c(S(=O)(=O)N3CCCCC3)c2)c1	-7	0	2	0.0	1	-3	-10	0.0	-0.3	nt
54	COc1ccc(CN2CCOC2=O)cc1OC	-4	-3	9	2.1	4	-1	-14	-0.9	-0.3	-7
55	COc1cc(OC)c(OC)cc1CNCC1COc2ccccc2O1 (centres undefined)	-6	2	5	-0.4	-2	-2	7	-0.3	-0.2	-4
56	NC(=O)CSc1nnc(-c2ccco2)n1N	2	4	-3	-1.0	-4	2	-2	-2.1	-0.2	-2
57	Cc1ccc(-c2nc3ccc([N+](=O)[O-])cc3[nH]2)cc1	-6	-11	6	2.0	-4	-1	8	1.0	0.5	-4
58	COc1cccc(C2CC(c3ccccc3)=NN2S(=O)(=O)c2ccccc2)c1OC (centres undefined)	-2	2	5	3.1	4	-2	-24	3.9	-0.2	-11
59	Clc1ccc(OCc2cnc(Cl)s2)cc1	-5	2	1	1.1	-2	1	2	2.2	-0.3	-11
60	CCC(C)N(C(=O)COC(=O)c1ccc(N)c([N+](=O)[O-])c1)C1CCS(=O)(=O)C1 (centres undefined)	0	-35	0	2.3	0	1	4	0.6	-0.1	nt

Screens: PubChem, several laboratories
